LMPTP inh: blocks human LMPTP phosphatase; inhibition, % at 20 µM; AID 651560; 0.22% of 360,000 active; recombinant LMPTP-A, OMFP fluorogenic substrate, fluorescence intensity;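 active = compounds that cut the enzyme signal by at least half of the control window in the single-dose screen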;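 note: plate controls were DMSO wells with enzyme plus substrate for no effect and substrate without enzyme for full effect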
Target sequence (P24666 whole entry, looked up): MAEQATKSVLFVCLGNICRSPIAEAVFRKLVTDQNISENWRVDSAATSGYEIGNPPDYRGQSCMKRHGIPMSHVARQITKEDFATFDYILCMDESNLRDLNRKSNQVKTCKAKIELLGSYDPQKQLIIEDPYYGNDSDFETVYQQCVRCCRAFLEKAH
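Assay system: LMPTP-A enzyme. Input: 0.625 nM LMPTP-A final. Probe or stimulus: 400 µM OMFP. Compound dosing: single 20 µM dose. Schedule: 50 min dark incubation at room temperature. Detection: fluorescence intensity of OMFP turnover product. Read-out: percent inhibition versus substrate-only and uninhibited controls. Benchmarks: no-enzyme low control, uninhibited high control.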
NadD inh: inhibitors of Staphylococcus aureus NadD. AID 602399. inhibition, % at 20 µM. purified NadD enzyme, colorimetric absorbance read-out. 0.78% of 360,000 active; in the data active = inhibition above about 26%; note: some compounds past the cut are filed as inactive
STEP inh: STEP (human) phosphatase inhibition; P54829; recombinant STEP, OMFP fluorogenic substrate, fluorescence; inhibition, % at 20 µM; 0.25% of 360,000 active;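 active = inhibition at 20 µM, scaled per plate between control wells, above about 37%, limit read from the data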;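 note: 0% = DMSO with enzyme and substrate and 100% = substrate only without enzyme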
Target sequence (P54829 whole entry, looked up): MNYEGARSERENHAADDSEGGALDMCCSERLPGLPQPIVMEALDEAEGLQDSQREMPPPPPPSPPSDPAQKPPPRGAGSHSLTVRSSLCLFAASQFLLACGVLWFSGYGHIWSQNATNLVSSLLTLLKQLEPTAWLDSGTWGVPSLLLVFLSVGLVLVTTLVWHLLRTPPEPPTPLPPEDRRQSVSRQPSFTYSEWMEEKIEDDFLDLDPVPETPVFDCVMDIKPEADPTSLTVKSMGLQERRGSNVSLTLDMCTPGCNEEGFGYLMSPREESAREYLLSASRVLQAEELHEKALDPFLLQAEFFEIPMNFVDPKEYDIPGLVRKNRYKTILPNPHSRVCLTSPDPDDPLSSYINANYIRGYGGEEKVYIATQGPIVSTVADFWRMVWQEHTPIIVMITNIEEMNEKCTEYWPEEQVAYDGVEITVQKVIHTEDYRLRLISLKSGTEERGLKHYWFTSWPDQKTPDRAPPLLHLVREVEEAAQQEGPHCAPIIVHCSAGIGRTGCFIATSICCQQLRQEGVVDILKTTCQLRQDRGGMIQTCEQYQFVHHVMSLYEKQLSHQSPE
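material = STEP tyrosine phosphatase | reagent = fluorogenic phosphatase substrate OMFP at 25 µM final | doses = single compound dose of 20 µM, 1% DMSO final | schedule = 20 min reaction, room temperature, in the dark | measured by = fluorescence, 480/540 nm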
Rpn11 inh: inhibitors of human proteasome Rpn11; O00487; human 26S proteasome, Ub4-pepOG fluorescence polarization; 20S core pre-blocked with epoxomicin; calls only at 20 µM; 0.59% of 360,000 active;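 active = inhibition at 20 µM, scaled to each plate's controls, above about 33%, limit read from the data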
CSN deneddyl inh: CSN deneddylation inhibition; AID 651999; inhibition, % at 12.5 µM; Q92905; Purified CSN, SCF-Nedd8-OG deneddylation, fluorescence polarization; 0.38% of 360,000 active;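 active = pattern-corrected inhibition above about 35%, with an unprinted fluorescence ratio check between 0.5 and 1.5, limit read from the data, passing the limit was not always enough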;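 note: 0% = enzyme with substrate and 100% = substrate without enzyme; some results filed as inactive read as strong as hits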
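Assay system: Purified human Csn5 enzyme expressed in HEK293T cells | Amount: Enzyme 0.24 nM | Measured by: Fluorescence polarization readout | Medium: Tris/NaCl/DTT buffer, pH 7.5 | Compound dosing: One concentration, 12.5 µM, 0.25% DMSO | Times: 90 min incubation of compound, enzyme and substrate at room temperature | Control set: no-enzyme wells high, enzyme-with-substrate wells low | Read-out: % inhibition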
SUMO1-SIM PPI: SUMO1-SIM interaction modulation. 0.33% of 360,000 active. P63165. SUMO1 binding to a labelled peptide, TR-FRET, 1 h. inhibition, % at 20 µM; in the data active = inhibition above about 37%
Target sequence (P63165 whole entry, looked up): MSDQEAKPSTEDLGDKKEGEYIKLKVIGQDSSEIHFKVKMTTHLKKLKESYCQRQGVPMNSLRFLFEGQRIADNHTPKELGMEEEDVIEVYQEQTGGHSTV
MLLE-PAM2 inh: blocks PAM2 peptide binding to the PABP1 MLLE domain | P11940 | GST-MLLE / FITC-PAM2 fluorescence polarization | inhibition, % at 20 µM | 0.36% of 360,000 active | AID 588489; in the data active = inhibition above about 35%, passing the limit was not always enough;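 note: plate controls were DMSO wells with GST-MLLE for no effect and wells lacking GST-MLLE protein for full effect; some results filed as inactive read as strong as hits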
DNMT1 block: inhibitors of human DNMT1; P26358; DNMT1 molecular beacon, Hinp1I cleavage, fluorescence; inhibition (reported as % activation of signal), % at 10 µM; 0.83% of 360,000 active; in the data active = inhibition above about 50%
Scp1 inh: Scp-1 (human) phosphatase inhibition. Recombinant Scp1, phosphopeptide, malachite green phosphate absorbance. inhibition, % at 20 µM. 0.88% of 340,000 active;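 active = inhibition above about 50% at 20 µM, limit read from the data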;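 note: plate controls were DMSO wells with enzyme for no effect and wells lacking enzyme for full effect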
Target sequence (Q9GZU7 76-261 limits assumed): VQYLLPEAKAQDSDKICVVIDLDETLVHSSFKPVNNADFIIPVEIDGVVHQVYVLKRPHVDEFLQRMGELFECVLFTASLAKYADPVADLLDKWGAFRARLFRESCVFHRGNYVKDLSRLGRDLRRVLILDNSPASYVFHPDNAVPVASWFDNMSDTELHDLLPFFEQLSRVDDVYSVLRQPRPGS
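Assay system: SCP-1 catalytic fragment, aa 76-261 | Buffer or medium: Tris acetate buffer pH 5.5 with MgCl2 and Tween-20 | Compound: One concentration, 20 µM, with 1.0% DMSO | Also added: Phospho 17-mer peptide substrate | Signal: Absorbance at 630 nm | Incubation: 45 min enzyme reaction at room temperature | Measure: % inhibition of SCP-1 phosphate liberation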
Tb MetRS inh: Trypanosoma brucei MetRS inhibition. AID 624268. purified T. brucei MetRS, ATP depletion, Kinase-Glo luminescence. 0.4% of 360,000 active. inhibition, % at 11.9 µM;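 active = inhibition above a per-plate cutoff of the control wells' mean inhibition plus 3 SD, cut at about 5.5% in these data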;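 note: 0% = DMSO wells median and 100% = median of wells with control inhibitor compound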
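Material – parasite MetRS enzyme · Medium – HEPES-MgCl2-KCl buffer plus DTT, spermine, BSA, pyrophosphatase · Reagent – ATP, methionine and E. coli bulk tRNA substrates · Times – 15 min enzyme-compound preincubation, 2 h reaction, 10 min detection, 25 °C · Measured by – luminescence of leftover ATP · Evaluation – percent inhibition relative to median high and low control wells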
Active calls of the source: *; i = inactive; x = not tested or not shown.

nr	SMILES	LMPTP inh	NadD inh	STEP inh	Rpn11 inh	CSN deneddyl inh	SUMO1-SIM PPI	MLLE-PAM2 inh	DNMT1 block	Scp1 inh	Tb MetRS inh
1	COc1ccccc1NC(=O)c1ccc(COc2ccccc2OC)o1	3.1	-9	2	i	3	-3	0	6	-16	-1.4
2	Cc1cccc(CC2S/C(=N/c3cccc(C)n3)NC2=O)c1 (stereo not drawn)	0.5	-6	-3	i	-3	-4	-6	22	-10	-0.8
3	C=CCN(CC=C)C(=O)CCc1nnc(CCc2c[nH]c3ccccc23)o1	-0.5	-2	3	i	-8	2	5	-1	3	-0.2
4	CCOc1ccccc1CNCCO	-0.9	-1	0	i	1	-4	0	2	-2	-1.2
5	COc1ccc(NC(=O)COC(=O)Cc2cccs2)cc1OC	0.7	-1	0	i	4	4	-5	0	-5	-0.2
6	O=C(CSc1nnc(COc2ccc(Cl)cc2)o1)Nc1ccc(N2CCOCC2)cc1	-1.5	0	1	i	4	1	-13	4	2	-0.2
7	Cc1cc(C(=O)COC(=O)/C=C/c2ccco2)c(C)n1C	1.2	-4	-2	i	-1	-31	-4	14	-1	-0.1
8	O=C(Cc1c(F)cccc1Cl)Nc1ccc(-n2cnnn2)cc1	-0.7	3	-2	i	-8	-7	-45	-1	12	-0.3
9	COc1cc(NC(=O)C2CCCO2)c(C(=O)O)cc1OC (stereo not drawn)	-0.9	-2	-2	i	-5	4	-9	-1	0	0.0
10	COc1ccc(N(CC(=O)NC2CCCCC2)S(=O)(=O)c2cccs2)cc1	-0.6	-5	-1	i	-5	-2	8	1	-10	-0.1
11	O=C1CN(C(=O)COc2ccccc2)CCN1	-0.3	-5	-3	i	1	4	17	3	-12	-0.7
12	O=C(COC(=O)Cc1ccc(Cl)cc1Cl)NCCC1=CCCCC1	0.0	-6	0	i	-1	1	-2	3	-10	-0.5

Rewritten with two lines to a compound: part of the list above.
Order of results – LMPTP inh | NadD inh | STEP inh | Rpn11 inh | CSN deneddyl inh | SUMO1-SIM PPI | MLLE-PAM2 inh | DNMT1 block | Scp1 inh | Tb MetRS inh
4) CCOc1ccccc1CNCCO
 : -0.9 | -1 | 0 | i | 1 | -4 | 0 | 2 | -2 | -1.2
5) COc1ccc(NC(=O)COC(=O)Cc2cccs2)cc1OC
 : 0.7 | -1 | 0 | i | 4 | 4 | -5 | 0 | -5 | -0.2
6) O=C(CSc1nnc(COc2ccc(Cl)cc2)o1)Nc1ccc(N2CCOCC2)cc1
 : -1.5 | 0 | 1 | i | 4 | 1 | -13 | 4 | 2 | -0.2
7) Cc1cc(C(=O)COC(=O)/C=C/c2ccco2)c(C)n1C
 : 1.2 | -4 | -2 | i | -1 | -31 | -4 | 14 | -1 | -0.1
8) O=C(Cc1c(F)cccc1Cl)Nc1ccc(-n2cnnn2)cc1
 : -0.7 | 3 | -2 | i | -8 | -7 | -45 | -1 | 12 | -0.3
9) COc1cc(NC(=O)C2CCCO2)c(C(=O)O)cc1OC (stereo not drawn)
 : -0.9 | -2 | -2 | i | -5 | 4 | -9 | -1 | 0 | 0.0
10) COc1ccc(N(CC(=O)NC2CCCCC2)S(=O)(=O)c2cccs2)cc1
 : -0.6 | -5 | -1 | i | -5 | -2 | 8 | 1 | -10 | -0.1
11) O=C1CN(C(=O)COc2ccccc2)CCN1
 : -0.3 | -5 | -3 | i | 1 | 4 | 17 | 3 | -12 | -0.7
12) O=C(COC(=O)Cc1ccc(Cl)cc1Cl)NCCC1=CCCCC1
 : 0.0 | -6 | 0 | i | -1 | 1 | -2 | 3 | -10 | -0.5

Next compounds follow.
nr	SMILES	LMPTP inh	NadD inh	STEP inh	Rpn11 inh	CSN deneddyl inh	SUMO1-SIM PPI	MLLE-PAM2 inh	DNMT1 block	Scp1 inh	Tb MetRS inh
13	Cc1noc(C)c1S(=O)(=O)Nc1ccc2c(c1)CC(=O)N([C@H](C)CO)C[C@H](C)[C@H](CN(C)S(=O)(=O)c1ccc(F)cc1)O2	-0.2	-3	-2	i	0	4	-20	2	-5	-0.4
14	O=C(Nc1cccc(C(F)(F)F)c1)C(Sc1cccc[n+]1[O-])c1ccccc1 (stereo not drawn)	-2.2	-1	-3	i	-3	-3	5	2	-7	-0.4
15	CCOC(=O)C1CCN(CC(O)COCc2ccccc2)CC1 (stereo not drawn)	-2.2	0	-1	i	2	0	-10	0	-12	1.5
16	CC/C(C)=N/Nc1cccc([N+](=O)[O-])c1	2.0	2	-1	i	-1	-12	17	-7	1	-0.5
17	CC(=O)Nc1cccc(-c2ccnc3c2CC(C(=O)NCCN(C)C)O3)c1 (stereo not drawn)	-2.3	-4	3	i	-3	-1	9	4	x	-0.2
18	O=C(NC1CCN(Cc2ccccc2)CC1)C1CCN(c2nnc(-n3cccc3)s2)CC1	7.0	-4	-1	i	0	-21	-2	-2	-8	-0.4
19	CC(NC(=O)Cn1nc(C(F)(F)F)c2c1CCC2)c1ccccc1 (stereo not drawn)	-0.1	1	2	i	4	0	-7	4	1	0.1
20	CCC(=O)N1CCN(c2cc(NCC3CCCO3)c(F)cc2[N+](=O)[O-])CC1 (stereo not drawn)	1.1	1	-1	i	4	-36	4	0	-1	-0.2
21	O=C(c1cc(-c2ccccc2O)on1)N1CCCC1	-0.8	-5	-4	i	-4	4	1	4	-7	0.5
22	Cc1onc(-c2ccccc2)c1C(=O)NCc1ccccn1	-0.7	-1	1	i	5	1	8	3	-7	0.5
23	CNC(=O)c1cccc(N2CCCC2=O)c1	-0.3	7	-4	i	4	0	2	-3	-4	-0.3
24	CC/C(=N/NC(=O)c1ccc2c(c1)OCO2)c1ccccc1O	-0.6	1	1	i	2	-1	-4	3	-4	-0.8
25	Cn1c(=O)c2c(ncn2CC(=O)OCc2ccccc2)n(C)c1=O	-0.8	-1	0	i	-2	3	-11	1	-7	-0.2
26	Fc1cc(F)c(F)c(SCCc2ccncc2)c1F	-7.2	25*	-3	i	8	1	4	5	0	-0.6
27	CSc1ncccc1C(=O)OC(C)C(=O)Nc1ccc2c(c1)OCCO2 (stereo not drawn)	0.2	3	0	i	-2	0	-5	-1	x	-0.3
28	Cc1[nH]c2ccccc2c1C(O)CN1CCN(c2cccc(C(F)(F)F)c2)CC1 (stereo not drawn)	0.9	1	4	i	-5	4	2	-11	1	-0.1
29	CCN(Cc1ccccc1)S(=O)(=O)CCNC(=O)c1ccc(OC)cc1	0.1	-2	-1	i	3	5	-3	0	-10	-0.4
30	O=C(CSc1nc2ccccc2c(=O)[nH]1)Nc1ccccc1N1CCOCC1	-0.2	-1	-6	i	-8	0	-7	8	-4	-0.7
31	CCN1C(=O)[C@@H]2[C@H](C1=O)[C@@H]1C(=O)Nc3ccccc3C(=O)N1[C@@H]2c1cccc(C)c1	0.5	2	1	i	4	4	4	2	-3	-0.3
32	CSCCC(NC(=O)c1ccccc1Cl)C(=O)NNC(=O)c1ccccc1O (stereo not drawn)	-0.8	0	0	i	1	6	-11	0	-7	0.0
33	CCn1nnc(-c2ccccc2NC(=O)c2cc(OC)cc(OC)c2)n1	0.4	-6	1	i	-3	2	20	-3	-12	-0.5
34	CCCCCCOC(=O)NCC(O)c1ccccc1 (stereo not drawn)	-1.5	-4	-2	i	3	0	9	-5	-5	-0.8
35	CCC(C)N=CC1=C(O)C(C(=O)OC)C(C)(C)CC1=O (stereo not drawn)	-0.6	1	-2	i	-1	1	-6	4	-10	-0.1
36	CC(C)C(OC(=O)c1ccco1)C(=O)NCc1ccco1 (stereo not drawn)	0.1	-2	-1	i	-1	2	-5	8	9	-0.5
37	Cc1cc(C)cc(NC(=S)NC(=O)C2CC2)c1	0.2	2	0	i	0	6	24	-1	-8	-0.5
38	CCOc1ccc(S(=O)(=O)Nc2ccc(Cl)cn2)c(C)c1C	2.3	3	2	i	1	4	8	-2	-10	0.0
39	COc1ccc(CCNS(=O)(=O)c2ccccc2)cc1OC	-1.1	-6	2	i	4	-2	5	1	-5	-0.5
40	Cn1c(=O)c2c(ncn2CC(=O)NCc2cccnc2)n(C)c1=O	0.1	-1	-1	i	0	1	-10	1	4	-0.9
41	O=C(/C=C/c1ccco1)Nc1ccc(N2CCCC2)cc1	47	36*	2	i	5	3	-6	41	-5	0.0
42	CCN1CCN(Cc2ccc(NC(=O)Nc3ccccc3)cc2)CC1	-1.0	4	-2	i	-4	-3	6	-2	-9	-0.3
43	CC(=O)c1cccc(NC(=O)N2CCCC2C(=O)NCCc2ccccc2)c1 (stereo not drawn)	2.1	4	0	i	0	-2	-2	2	-8	0.2
44	COCCNC(=O)c1cccc(OC2CCN(Cc3ccccc3OC(F)F)CC2)c1	0.1	4	-2	i	0	4	1	2	-2	-0.2
45	CCOC(=O)C1=C(C)N(c2ccc(Cl)cc2)C(=O)NC1c1cccc([N+](=O)[O-])c1 (stereo not drawn)	-1.3	-5	-3	i	0	-5	6	-2	-3	-0.6
46	Cc1ccc(-c2cc(C(F)(F)F)n3ncc(C(=O)O)c3n2)cc1	-3.0	1	0	i	-3	-18	9	-2	-10	-1.0
47	CC(=O)Nc1ccc(S(=O)(=O)Nc2ccc(Cl)cn2)cc1	0.0	3	1	i	3	7	-7	4	-8	-1.5
48	CNS(=O)(=O)c1cccc(C(=O)OCC(=O)Nc2ccc(Cl)cn2)c1	-1.8	-3	18	i	5	-3	10	-3	-8	-0.3
49	O=C(NCc1cccnc1)[C@@H]1CC=C[C@@H]2CCN(Cc3ccc(Cl)c(Cl)c3)C(=O)[C@@H]21	0.0	2	0	i	0	12	6	-2	-8	0.0
50	Cc1ccc2cccc(OCc3nnc(SCC(=O)O)n3C)c2n1	-0.5	-1	-2	i	-9	-2	3	3	-1	-0.3
51	COc1ccc(N(C(=O)c2ccco2)C(C(=O)NC2CCCCC2)c2ccccc2)cc1 (stereo not drawn)	-0.2	8	-2	i	-1	1	-4	6	2	-0.9
52	NNC(=O)/C(=C\c1ccc(Br)cc1)NC(=O)c1cccs1	-1.8	-5	-2	i	1	-2	-67	-1	-1	-0.9
